FBW7 act – FBW7 E3 ligase activators, primary screen, biochemical, AlphaScreen, human; AlphaScreen FBW7–phospho-cyclin E peptide binding, activator screen; normalized activity (activation), % at 26.1 µM; 650,000 compounds, 0.13% hits; AID 1259310, 2017; in the data active means normalized activity above about 1.9%;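 further: purified mutant Fbw7 with reduced substrate affinity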
GPR151 activ – activators of human GPR151, primary screen, cell-based, PathHunter beta-arrestin, luminescence. G-protein coupled receptor 151 (Homo sapiens), Q8TDV0. PathHunter beta-arrestin GPR151 cells. activation, % at 11.2 µM. 650,000 compounds, 1% hits. AID 1508602, 2020; in the data active means activation above about 4.9%;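 further: 0% = median of compound wells and 100% = cells with positive control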
Target sequence (Q8TDV0 whole entry, looked up): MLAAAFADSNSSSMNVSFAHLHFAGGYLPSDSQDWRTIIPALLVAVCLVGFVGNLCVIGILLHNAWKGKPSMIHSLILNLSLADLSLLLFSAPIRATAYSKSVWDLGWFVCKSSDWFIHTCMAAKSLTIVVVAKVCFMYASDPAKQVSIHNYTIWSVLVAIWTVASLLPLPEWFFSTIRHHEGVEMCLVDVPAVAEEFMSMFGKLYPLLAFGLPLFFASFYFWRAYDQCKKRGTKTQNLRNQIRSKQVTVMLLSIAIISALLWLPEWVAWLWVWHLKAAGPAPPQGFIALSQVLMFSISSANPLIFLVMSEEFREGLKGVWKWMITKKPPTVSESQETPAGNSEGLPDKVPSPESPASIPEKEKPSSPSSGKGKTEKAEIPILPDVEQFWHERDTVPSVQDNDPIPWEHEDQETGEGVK
MITF primary – MITF inhibitors, primary screen, biochemical, AlphaScreen, human; Microphthalmia-associated transcription factor (Homo sapiens), O75030; 650,000 compounds, 0.91% hits; inhibition, % at 2.6 µM; AID 1259374, 2018; AlphaScreen MITF homodimerization, bead proximity signal; in the data active means inhibition above about 50%;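 further: 0% = vehicle wells with protein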
Target sequence (O75030 whole entry, looked up): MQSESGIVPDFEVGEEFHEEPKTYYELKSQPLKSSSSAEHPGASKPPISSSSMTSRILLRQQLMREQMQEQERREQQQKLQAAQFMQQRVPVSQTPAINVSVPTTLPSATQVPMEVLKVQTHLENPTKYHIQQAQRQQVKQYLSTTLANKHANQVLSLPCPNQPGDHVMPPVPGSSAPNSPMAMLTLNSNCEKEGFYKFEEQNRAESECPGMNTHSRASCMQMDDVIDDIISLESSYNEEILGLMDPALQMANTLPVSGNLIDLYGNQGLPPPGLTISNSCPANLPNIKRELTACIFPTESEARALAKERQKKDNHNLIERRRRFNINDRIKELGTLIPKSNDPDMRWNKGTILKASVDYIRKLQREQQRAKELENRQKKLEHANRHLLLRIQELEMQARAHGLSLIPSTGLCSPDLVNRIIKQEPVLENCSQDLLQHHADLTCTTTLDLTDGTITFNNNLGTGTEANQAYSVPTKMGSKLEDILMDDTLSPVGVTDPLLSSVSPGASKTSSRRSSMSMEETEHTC
TEAD-YAP inh – TEAD-YAP interaction inhibition, primary screen, TEAD-YAP interaction inhibitor project, luminescence, HEK-TIYL cells | TEAD-Gal4/YAP UAS-luciferase luminescence | inhibition, % at 9.12 µM | 640,000 compounds, 1.4% hits | AID 1259422, 2018; in the data active means inhibition above about 32%;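 further: 0% = median of test compound wells and 100% = reference inhibitor wells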
An asterisk follows results filed as active; & = joins results of further samples.

No. | canonical_smiles | FBW7 act | GPR151 activ | MITF primary | TEAD-YAP inh
1 | O=C(NCc1ccc(F)cc1)c1cccc2c1C(=O)N(Cc1cccnc1)C2 | 0.3 | 0.3 | 3.3 | 2.1
2 | CC(C)n1c(Nc2cnccn2)nc2c(Nc3ccccc3)ncnc21 | -0.2 | -0.9 | -3.1 | 20.0
3 | COC(=O)Cc1c(C)c2ccc3c(c2oc1=O)CN(Cc1ccccc1)CO3 | -0.4 | 0.0 | -2.6 | 1.2
4 | COc1ccc(Cl)cc1NC(=O)N1CCN(CC(=O)c2cccs2)CC1 | 0.6 | -1.0 | 39.1 | 1.8
5 | COc1ccccc1OCCC(=O)OCC(=O)NC(=O)NC(C)(C)C | -0.2 | -1.4 | -5.3 | -2.0
6 | CCOC(=O)c1cnc(SCC(=O)Nc2ccc(Br)cc2F)nc1N | -0.3 | -1.3 | -0.2 | 10.2
7 | CN1CCN(C(=O)c2ccc(-c3nc(NCCN4CCOCC4)c4ncn(-c5ccsc5)c4n3)cc2)CC1 | -0.1 | -2.1 | 16.0 | 23.1
8 | COc1ccc(CCNC(=O)c2cc(S(=O)(=O)N3CCOCC3)ccc2Sc2ccc(F)cc2)cc1OC | 0.1 | -0.6 | 17.2 | 10.6
9 | Cc1cncc2cccc(NC3CCN(C(=O)C(N)c4ccc(Cl)cc4)CC3)c12 (configuration not stated) | -0.2 | -0.5 | 13.7 | -8.7
10 | O=C(O)CCN1C(=O)C(=O)/C(=C(\O)c2ccccc2)C1c1cccc([N+](=O)[O-])c1 (configuration not stated) | -0.2 | 0.9 | 0.9 | -6.3
11 | CCCNC(=O)c1cc(N2CCN(Cc3ccc4c(c3)OCO4)CC2)nc2ccccc12 | -0.2 | 0.3 | -3.6 | -9.0
12 | O=C(NCc1ccccc1)c1cccc(Nc2ccncc2)n1 | 0.0 | -1.1 | 12.4 | -7.1
13 | CCOc1ccc(NC(=O)N(CCN(C)C)C(C)c2ccncc2)cc1 (configuration not stated) | 0.5 | 0.1 | 16.9 | -5.4
14 | COc1ccc(S(=O)(=O)Nc2c(C)n(C)n(-c3ccccc3)c2=O)cc1Br | 0.1 | 0.9 | 17.4 | 3.4
15 | O=C(COc1ccccc1Cl)Nc1ccccc1N1CCCC1 | -0.1 | 1.1 | 4.0 | -3.5
16 | COc1cccc(NC(=O)C2C3C=CC4(O3)C2C(=O)N(C2CC2)C4C(=O)NC2CCCCC2)c1 (configuration not stated) | 0.0 | 0.1 | 2.5 | 3.7
17 | O=C(O)c1cc(Cl)ccc1N=Cc1c(O)[nH]c2ccccc12 | 0.0 | 1.2 | 6.1 | 6.8
18 | CCSCCOC(=O)C1=C(C)NC2=C(C(=O)CCC2)C1c1cccs1 (configuration not stated) | 0.2&0.0 | -0.1&1.0 | 7.4&1.9 | 2.6&2.0
19 | CNC(=O)c1c(NC(=O)c2ccc3ccccc3c2)sc2c1CCC2 | -0.1 | 3.6 | 0.9 | -0.6
20 | CCOc1ccccc1NC(=O)c1sc2ncnc(N3CCN(c4ccccc4F)CC3)c2c1C | 0.3 | -1.2 | 13.2 | 0.7
21 | NNC(=O)Cn1c2ccccc2n2cc(-c3ccccc3)cc12 | 0.1 | -0.2 | 21.4 | -3.0
22 | Cc1cc(NC(=O)C2CC2)ccc1NC(=O)CSc1nnc(-c2cccs2)n1C | -0.1 | -0.5 | 9.5 | -21.9
23 | Cc1cnc(CNc2cc(-c3ccccc3F)nc(C)n2)nc1 | -0.7 | -1.3 | 10.0 | -14.0
24 | O=C(CSc1ccc(F)cc1)Nc1ccc2scnc2c1 | 0.0 | -0.6 | -5.9 | -60.1
25 | C=CCN(C(=O)CCc1nc(-c2ccc(C)cc2)no1)c1ccccc1 | 0.6 | 3.8 | 15.1 | 7.2
26 | Cc1nc2c(c(=O)[nH]1)CN(Cc1cccs1)CC2 | 0.0 | 1.6 | 5.3 | 2.9
27 | COc1cccc(CN(C)C(=O)C2CCCN(c3nc(C)c4ccc(C)cc4n3)C2)c1 (configuration not stated) | 0.6 | 0.0 | 5.6 | 5.4
28 | COc1ccc(C2=N/C(=C/c3cc(OC)c(OC)c(OC)c3)C(=O)O2)cc1OC | -0.1 | -0.4 | -0.2 | 5.0
29 | Cc1ccc(N2C(=O)C(=O)/C(=C(\O)c3ccc(Cl)cc3)C2c2ccccc2F)cc1 (configuration not stated) | 0.2 | -0.6 | 21.6 | -6.6
30 | Cc1ccc(NC(=O)CCN2CCN(C)CC2)cc1 | 0.1 | 1.7 | 6.7 | 7.8
31 | CC1=C(C(=O)Nc2ccccc2)C(c2cccc(Cl)c2)NC(=S)N1 (configuration not stated) | 1.3 | -0.1 | 20.1 | -9.9
32 | CCc1ccc(OCCNc2cc(N3CCNC(C)C3)ccc2[N+](=O)[O-])cc1 (configuration not stated) | -0.1 | -0.7 | 18.8 | 3.1
33 | COC(=O)c1c(NC(=O)c2ccccc2)sc(C)c1C | -0.1 | 0.0 | -14.4 | -1.7
34 | CCCCNS(=O)(=O)c1ccc(NC(=O)COC)cc1 | 0.1 | 2.2 | -2.5 | 2.5
35 | COc1ccc(N2CC(C(=O)NCC(C)C)CC2=O)cc1 (configuration not stated) | -0.1 | 0.8 | -4.7 | -10.9
36 | CCOC(=O)c1c(C)[nH]c(NC(=O)Nc2ccc(Cl)c(Cl)c2)c1C | 0.1 | 1.9 | -11.6 | 1.7
37 | Cc1cc2ccccc2n1CCNC(=O)c1cc(Cl)ccc1[N+](=O)[O-] | 0.1 | 1.5 | 6.0 | 9.7
38 | CCCCCc1cc(O)c2c(C)cc(=O)oc2c1 | -0.1&0.2 | 2.2&-1.4 | 0.6&9.8 | 10.3&3.0
39 | Cc1ccc(C(N)=O)cc1[N+](=O)[O-] | 0.1 | 0.1 | -3.9 | 5.4
40 | O=C1CCCN1CCCNC(=S)Nc1cccc2ccccc12 | 0.6 | 2.1 | -3.8 | -32.8
41 | COc1ccccc1CNC(=O)c1ccc2c(c1)N(Cc1ccccc1)C(=O)CS2 | -0.2 | -0.1 | -2.9 | 2.4
42 | O=C1N2CN(C3CCCCC3)CN3C(=O)N4CN(C5CCCCC5)CN1C4C23 (configuration not stated) | 0.0 | -0.6 | 3.8 | 1.0
43 | O=C(N/N=C\c1ccccn1)c1ccccc1O | -0.6 | 2.0 | 12.5 | -33.5
44 | CCNC(=O)Nc1ccc2nc(N3CCN(C)CC3)cc(C)c2c1 | -0.2 | -0.8 | 2.2 | 3.1
45 | Cc1csc(NC(=O)CSc2nnc(NC(=O)COc3ccccc3)s2)n1 | 0.3 | -0.8 | 5.4 | -2.2
46 | O=C(O)c1ccc(NCCc2ccccc2Cl)c([N+](=O)[O-])c1 | 0.7 | -0.6 | 7.1 | 8.5
47 | O=C(c1ccccc1O)N1CCCc2ccccc21 | -0.1 | -1.2 | 3.6 | -7.6
48 | N#CCc1c(C#N)c(N)nc(N2CCN(Cc3ccc4c(c3)OCO4)CC2)c1C#N | 0.1 | -1.0 | 4.7 | -9.3
49 | COc1cccc(NC(=O)CCC2CCN(C(=O)c3scnc3C)CC2)c1 | 0.1 | -2.0 | 7.9 | 5.1
50 | CC1CC(C)(C)NC(=S)N1CC(=O)Nc1cccc(Cl)c1 (configuration not stated) | 0.3 | -1.5 | 6.7 | 2.2
51 | Cc1nc2nc(CN)nn2c(C)c1CCC(=O)NCc1ccc(F)cc1 | 0.1 | -0.2 | 1.3 | 7.5
52 | O=[N+]([O-])c1cccc(S(=O)(=O)Nc2ccc(Br)cc2)c1 | -0.1 | -0.9 | -3.8 | 2.7
53 | C1CCc2c(nnc3c2-c2nonc2CC3)C1 | -0.2 | 0.7 | -6.2 | 0.2
54 | CCOC(=O)C1=C(C)N=c2s/c(=C\c3ccccc3OCc3ccc(Cl)cc3)c(=O)n2C1c1ccccc1OC (configuration not stated) | -0.1 | -1.2 | -3.1 | -7.7
55 | CCCCN(C)C(=O)Cn1c(C)cc2ccccc2c1=O | 0.1 | 0.6 | -12.7 | -1.7
56 | Cc1cc(=O)[nH]c(SCC(=O)NC(C)CCc2ccccc2)n1 (configuration not stated) | 0.0 | -1.0 | 8.5 | -3.5
57 | COc1cc(/C=C2/C(=N)N3N=C(C)SC3=NC2=O)ccc1OCCOc1cc(C)ccc1C | 0.0 | 0.8 | 9.6 | 8.9
58 | Cc1oc2c(c1C(=O)O)CCCC2 | -0.1 | -0.9 | 10.0 | 9.1
59 | COc1ccc(C2C3=C(CC(c4cccc([N+](=O)[O-])c4)CC3=O)Nc3ccccc3N2C(C)=O)cc1OC (configuration not stated) | -0.2 | 4.3 | -10.6 | 4.2
60 | COc1ccc(Br)cc1CN1CCN(S(=O)(=O)Cc2ccccc2)CC1 | 0.3 | -0.7 | 62.0* | 16.5

Further records follow:
No. | canonical_smiles | FBW7 act | GPR151 activ | MITF primary | TEAD-YAP inh
61 | C=CCNC(=O)N1CCC(n2nccc2NC(=O)CCc2ccccc2)CC1 | 0.2 | -0.1 | 13.8 | -7.6
62 | N#C/C(=C\c1ccccc1F)c1nc2ccccc2[nH]1 | 0.2 | 1.1 | -6.0 | -13.7
63 | CCCn1c2c(c(O)c(C(=O)Nc3nc(C)cs3)c1=O)CCCC2 | 0.0 | 0.9 | 6.0 | -14.1
64 | CNc1cc(OCCOCc2ccccc2)ncn1 | 0.6 | -1.0 | 14.9 | -28.2
65 | CCc1nc(NCC2CCCO2)c(C#N)c2c1COC(C)(C)C2 (configuration not stated) | 0.0 | -0.9 | -14.8 | -2.1
66 | CCOC(=O)NCCn1ncc2c(NCc3ccc(F)cc3)ncnc21 | -0.3 | -0.3 | 3.1 | -2.5
67 | CNC(=O)c1cnn(-c2ccnc(Nc3ccc(N4CCOCC4)cc3)c2)c1 | 0.0 | -0.4 | 17.4 | -0.9
68 | O=C(Nc1nc2ccccc2[nH]1)c1cccc(Cl)c1Cl | -0.3 | -7.2 | -11.0 | -52.7
69 | CC(C)(C)c1ccc(-c2nnc(SCc3nc(N)nc(Nc4ccccc4)n3)n2-c2ccccc2)cc1 | -0.1 | -0.5 | 7.9 | -2.6
70 | CCOC(=O)C1=C(C)NC2=C(C(=O)C(C(=O)OCC)C(c3ccccc3OC)C2)C1c1ccc(OC)c(OC)c1 (configuration not stated) | 0.0 | 0.2 | -2.1 | 11.9
71 | COc1ccc(Cn2nnnc2C(C(C)C)N2CCN(C3CCCC3)CC2)cc1 (configuration not stated) | -0.1 | -0.2 | 0.2 | 2.0
72 | COc1ccccc1-c1c(C)nn2c(-n3ccnc3)cc(C)nc12 | -0.2 | 0.7 | 11.0 | -15.9
73 | CC(NC(=O)C(NS(=O)(=O)c1ccc2c(c1)oc(=O)n2C)C(C)C)c1ccccc1 (configuration not stated) | -0.1 | 4.2 | -1.6 | -6.1
74 | COc1ccccc1CNC(=O)c1cn(NC(=O)c2cnccn2)c(=O)c2ccccc12 | -0.9 | 0.8 | 9.1 | -11.0
75 | CC(=O)N1CCN(C(=S)c2ccc(-c3ccccc3[N+](=O)[O-])o2)CC1 | 0.6 | -0.7 | 15.8 | -5.7
76 | Cn1c(SCC(=O)O)nnc1-c1c[nH]c2ccccc12 | -0.2 | 1.4 | -3.1 | 5.8
77 | Cc1nn(Cc2ccccc2)c(C)c1CN1CCc2c(nc(N3CCCC3)[nH]c2=O)C1 | 0.7 | -0.2 | 10.7 | 3.3
78 | O=C(COC(=O)C1(CC(=O)N2CCOCC2)CCCC1)Nc1c(F)cccc1F | 0.3 | 1.0 | 8.7 | 1.3
79 | Nc1nc2nc(-c3ccccc3)cc(C(F)(F)F)n2n1 | 0.2 | 0.2 | 13.4 | -26.7
80 | CC(C)(C)OCC(O)CN1CCN(C(=O)c2ccccc2)CC1 (configuration not stated) | -0.3 | -2.2 | 42.7 | -12.0
81 | CCOC(=O)C1=C(C)N=c2s/c(=C\c3ccc(-c4cccc(Cl)c4)o3)c(=O)n2C1c1ccc(OC)c(OC)c1 (configuration not stated) | -0.2 | -1.1 | -0.8 | -12.2
82 | CC1(C)Cc2c(sc3nc(=O)n(N)c(N)c23)CO1 | 1.0 | -0.4 | -0.6 | -6.6
83 | COc1cc2c(cc1OC)C(CSc1ccccc1C(=O)O)=NC(C)(C)C2 | -0.3 | -1.9 | 8.5 | -20.1
84 | CC1=C(C#N)C(c2ccccc2Cl)C2=C(CC(c3ccccc3)CC2=O)N1 (configuration not stated) | 0.2 | -0.6 | 1.0 | 32.7*
85 | COc1cc(/C=C2/N=C(c3ccc([N+](=O)[O-])cc3)OC2=O)cc(OC)c1OC | 0.0 | 0.6 | 10.1 | 3.8
86 | CCCCNc1nc(CC)c2c(c1C#N)CC(C)(C)OC2 | 0.8 | 1.2 | -1.8 | 2.0
87 | CC1=[N+]([O-])C(N2CCOCC2)C(O)(c2ccccc2)C1 (configuration not stated) | -0.1 | 0.4 | -3.7 | 3.6
88 | COc1ccc(CN2CCN(CCOCCO)CC2)c(OC)c1OC | 0.1 | 3.1 | -4.3 | 0.6
89 | CCCCNS(=O)(=O)c1ccc(S(=O)(=O)n2cnc3ccccc32)cc1 | 0.3 | -0.1 | -1.0 | 0.3
90 | CCCN1CCN(S(=O)(=O)c2cccc3cccnc23)CC1 | 0.0 | 2.0 | -5.1 | 2.0

Source: PubChem BioAssay (The Scripps Research Institute Molecular Screening Center)
